eLon inh = E. coli protease La inhibition; P0A9M0; purified E. coli Lon protease, fluorescence polarization; inhibition, % at 7.94 µM; 360,000 compounds, 0.42% hits; in the data active means inhibition above about 13%, passing the limit was not always enough;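 further: 0% = enzyme with probe and DMSO and 100% = no enzyme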
Target sequence (P0A9M0 whole entry, looked up): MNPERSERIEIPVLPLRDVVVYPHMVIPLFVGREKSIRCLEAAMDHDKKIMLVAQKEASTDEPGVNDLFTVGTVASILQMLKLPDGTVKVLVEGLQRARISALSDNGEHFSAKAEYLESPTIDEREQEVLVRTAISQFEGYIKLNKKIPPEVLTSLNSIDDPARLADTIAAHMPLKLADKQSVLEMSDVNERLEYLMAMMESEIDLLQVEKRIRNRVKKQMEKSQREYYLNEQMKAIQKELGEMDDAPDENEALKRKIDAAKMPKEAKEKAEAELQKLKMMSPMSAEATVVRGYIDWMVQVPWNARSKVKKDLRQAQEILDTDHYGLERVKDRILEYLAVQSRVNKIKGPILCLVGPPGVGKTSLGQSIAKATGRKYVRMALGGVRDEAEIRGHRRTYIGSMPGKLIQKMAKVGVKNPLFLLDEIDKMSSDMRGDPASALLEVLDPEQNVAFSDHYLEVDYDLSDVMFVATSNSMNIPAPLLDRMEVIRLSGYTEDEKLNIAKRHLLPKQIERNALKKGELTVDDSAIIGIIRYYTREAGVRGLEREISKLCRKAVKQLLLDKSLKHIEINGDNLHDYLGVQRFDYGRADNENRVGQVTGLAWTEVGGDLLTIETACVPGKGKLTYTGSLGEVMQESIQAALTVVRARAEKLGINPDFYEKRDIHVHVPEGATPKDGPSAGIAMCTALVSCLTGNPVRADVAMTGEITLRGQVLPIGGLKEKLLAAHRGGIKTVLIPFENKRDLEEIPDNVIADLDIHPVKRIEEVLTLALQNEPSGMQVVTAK
Tb MetRS inh = Trypanosoma brucei MetRS inhibition; inhibition, % at 11.9 µM; purified T. brucei MetRS, ATP depletion, Kinase-Glo luminescence; AID 624268; 360,000 compounds, 0.4% hits;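 active means inhibition above a per-plate cutoff of the control wells' mean inhibition plus 3 SD, cut at about 5.5% in these data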;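 further: 0% = DMSO wells median and 100% = median of wells with control inhibitor compound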
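System: purified T. brucei MetRS enzyme / Detection: Kinase-Glo luciferase luminescence reporting remaining unconsumed ATP / Medium: HEPES buffer with MgCl2, KCl, DTT, spermine, BSA, pyrophosphatase / Replication: singlicate, one well per compound / Evaluation: percent inhibition relative to median high and low control wells / Schedule: 2 h aminoacylation at 25 °C after 15 min preincubation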
Scp-1 inhibitor = blocks human Scp-1 phosphatase activity | Recombinant Scp1, phosphopeptide, malachite green phosphate absorbance | inhibition, % at 20 µM | 340,000 compounds, 0.88% hits | AID 493091;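 active means inhibition above about 50% at 20 µM, limit read from the data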;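 further: plate controls were DMSO wells with enzyme for no effect and wells lacking enzyme for full effect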
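Test system: SCP-1 catalytic domain; Buffer or medium: Acidic Tris acetate buffer with magnesium and detergent; Also added: Phosphorylated 17-residue peptide substrate; Compound: single 20 µM dose, 1% DMSO; Schedule: enzyme reaction 45 min at room temperature, colour 5 min, stabilisation 30 min; Signal: Phosphate-binding colour reagent, absorbance read at 630 nm.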
NRP1-CendR mod = NRP-1/CendR interaction modulation. FAM-RPARPAR peptide binding to NRP-1, fluorescence polarization. 360,000 compounds, 0.85% hits. inhibition, % at 25 µM. O14786;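 active means inhibition or corrected inhibition above about 18%, plus a signal ratio from 0.5 to 1.5, limit read from the data, passing the limit was not always enough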; further: strong numbers were not always called active
SUMO1-SIM PPI = alters human SUMO1 binding to SIM partners | P63165 | AID 602429 | 360,000 compounds, 0.33% hits | SUMO1 binding to a labelled peptide, TR-FRET, 1 h | inhibition, % at 20 µM; in the data active means inhibition above about 37%
Target sequence (P63165 whole entry, looked up): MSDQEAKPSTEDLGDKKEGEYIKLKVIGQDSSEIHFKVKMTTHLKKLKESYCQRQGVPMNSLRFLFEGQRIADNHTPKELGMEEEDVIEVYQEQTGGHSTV
MsrA inhibitor = inhibits bovine methionine sulfoxide reductase A; purified bovine MsrA, absorbance read-out; inhibition, % at 15.5 µM; 360,000 compounds, 0.75% hits; AID 651718; in the data active means inhibition above about 4.5%;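 further: 0% = vehicle wells with enzyme and 100% = reference inhibitor wells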
STEP block = STEP (human) phosphatase inhibition. P54829. recombinant STEP, OMFP fluorogenic substrate, fluorescence. inhibition, % at 20 µM. 360,000 compounds, 0.25% hits. AID 588621;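 active means inhibition at 20 µM, scaled per plate between control wells, above about 37%, limit read from the data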;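 further: 0% = DMSO with enzyme and substrate and 100% = substrate only without enzyme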
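Test system: STEP tyrosine phosphatase / Reagent: OMFP at 25 µM / Doses: 20 µM, 1% DMSO / Read-out: percent inhibition scaled to no-enzyme and uninhibited-enzyme controls, plate-pattern corrected / Detection: FITC-channel fluorescence of OMFP product / Medium: Bis-Tris buffer pH 6.0, 2.5 mM DTT, 0.005% Tween 20 / Schedule: 20 min at room temperature, dark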
bovine MsrA act = bovine methionine sulfoxide reductase A activation; activation, % at 10.6 µM; 360,000 compounds, 0.3% hits; AID 602163; purified bovine MsrA, absorbance read-out; in the data active means activation above about 7.5%;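 further: 0% = vehicle and 100% = reference activator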
DNMT1 block = DNMT1 (human) enzyme inhibition | P26358 | DNMT1 molecular beacon, Hinp1I cleavage, fluorescence | inhibition (reported as % activation of signal), % at 10 µM | 360,000 compounds, 0.83% hits; in the data active means inhibition above about 50%
LMPTP inh = blocks human LMPTP phosphatase; P24666; inhibition, % at 20 µM; 360,000 compounds, 0.22% hits; recombinant LMPTP-A, OMFP fluorogenic substrate, fluorescence intensity;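 active means compounds that cut the enzyme signal by at least half of the control window in the single-dose screen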;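 further: plate controls were DMSO wells with enzyme plus substrate for no effect and substrate without enzyme for full effect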
Target sequence (P24666 whole entry, looked up): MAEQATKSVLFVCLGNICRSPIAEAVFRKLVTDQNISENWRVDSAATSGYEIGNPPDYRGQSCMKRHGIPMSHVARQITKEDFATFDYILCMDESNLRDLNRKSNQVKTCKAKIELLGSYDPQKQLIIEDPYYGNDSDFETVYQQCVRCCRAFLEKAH
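Material: LMPTP-A; amount: 0.625 nM enzyme; doses: single 20 µM dose; times: reaction 50 min, room temperature, dark; technique: fluorescence intensity of OMFP turnover product; benchmarks: no-enzyme and uninhibited controls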
The depositor's hits bear a star; . = no result given. Only part of the results is shown; rates above refer to the full screens.

SMILES | eLon inh | Tb MetRS inh | Scp-1 inhibitor | NRP1-CendR mod | SUMO1-SIM PPI | MsrA inhibitor | STEP block | bovine MsrA act | DNMT1 block | LMPTP inh
COc1cc2occc2c2oc(=O)ccc12 | -17 | -0.3 | -8 | 11 | 4 | 0.4 | 0 | -2 | 5 | 0.0
O=C(c1cc(-c2ccc(Cl)cc2)n(-c2ccc(Cl)cc2Cl)n1)N1CCOCC1 | 9 | -0.6 | 0 | 8 | 1 | 1.8 | 2 | 1 | -4 | 1.8
COc1cccc(C2CCN(CC(=O)Nc3cc(Cl)ccc3OC)CC2O)c1 (centres undefined) | 0 | -0.8 | -9 | 3 | 1 | 0.3 | -2 | -2 | -2 | 1.1
CC1(C)CN2C(c3ccc(Cl)cc3)N2C1 (centres undefined) | -11 | -0.3 | 0 | 8 | -1 | 0.2 | -2 | -2 | 3 | 5.5
COc1cc2nc(CN3CC=C(c4ccccc4)CC3)[nH]c(=O)c2cc1OC | 1 | -0.2 | -9 | -7 | 0 | 1.1 | 2 | -1 | -3 | 2.1
O=C(c1ccc2nc(-c3ccco3)c(-c3ccco3)nc2c1)N1CCC2(CC1)OCCO2 | 0 | 0.7 | 11 | 11 | 2 | . | 3 | 0 | -1 | 1.7
CCc1nc2ccccc2c(=O)n1-c1cccc(OC)c1 | -8 | -0.4 | 6 | 7 | -2 | 1.0 | -2 | -12 | 8 | -0.9
CC(=O)NN1C(=O)c2ccccc2NC1c1cccnc1 (centres undefined) | -9 | -0.9 | 5 | 9 | -1 | -1.3 | 0 | -7 | -1 | 2.5
N[C@@H]1CC[C@@]2(O)[C@H]3Cc4ccc(O)c5c4[C@@]2(CCN3CC2CC2)C1O5 (some centres undefined) | -1 | -0.3 | -3 | 10 | 3 | 2.3 | 0 | -2 | 5 | -0.8
C=C1[C@H]2CC[C@H]3[C@]4(C)C[C@H](O[C@@H]5OC(CO)[C@@H](OSOOO)[C@H](OS(=O)(=O)O)[C@H]5OC(=O)CC(C)C)C[C@@H](C(=O)O)[C@H]4CC[C@]3(C2)[C@H]1O (some centres undefined) | 0 | 0.2 | -3 | -18 | 5 | 1.0 | 4 | -4 | 3 | -2.0
Cc1ccc(-c2nc3ccccc3c(=O)n2-c2ccc(O)cc2)cc1 | -5 | -0.3 | -2 | 5 | -3 | 2.4 | -2 | -4 | -2 | -0.3
COP(=O)(OC)C(Nc1ccccc1)c1ccccc1 (centres undefined) | 4 | -0.2 | -5 | -3 | -1 | -1.5 | 0 | 2 | 0 | -1.1
COc1cccc(NP(=O)(Oc2ccccc2Cl)Oc2ccccc2Cl)c1 | 3 | -0.8 | -12 | 7 | 1 | -1.4 | -3 | -7 | -11 | 3.2
NCC(O)c1ccc(O)cc1 (centres undefined) | 3 | -0.7 | -3 | -10 | 8 | -1.3 | 2 | -4 | 1 | -0.7
Cn1c(O)c(C(c2ccncc2)c2c(O)n(C)c(=S)n(C)c2=O)c(=O)n(C)c1=S | -2 | -0.8 | -4 | 1 | 29 | 0.6 | 2 | -5 | 1 | -1.4
Cc1c(N=Nc2c(O)[nH]c(=O)[nH]c2=O)c(=O)n(-c2ccccc2)n1C | -2 | 0.2 | -14 | -13 | -20 | 4.5 | 1 | -4 | 0 | 4.4
COC(=O)C(O)(c1ccc(NC(=O)Oc2ccccc2)cc1)C(F)(F)F (centres undefined) | -1 | 0.2 | -9 | -6 | 2 | 0.7 | -3 | -2 | -11 | -0.1
O=C(CCc1nnc2ccc(NCc3ccccc3)nn12)N1CCC2(CC1)OCCO2 | -9 | 0.5 | -6 | -4 | -1 | 1.6 | 2 | 0 | -2 | -0.5
COC(=O)C1=C(c2ccc(OC(F)(F)F)cc2)C[C@@H]2CC[C@H]1N2C(=O)NCc1ccc(F)cc1 | 8 | 0.0 | -6 | 5 | -1 | -0.9 | 1 | 1 | 6 | 2.4
C[C@]12CCC(=O)C=C1CCC1C2CC[C@@]2(C)C1CC[C@@]2(O)CC#N (some centres undefined) | -7 | -0.1 | 1 | -4 | -2 | . | 5 | 0 | 0 | -0.4
CCOC(=O)CSc1ccc(C(=O)N2CCC3(CC2)OCCO3)cc1[N+](=O)[O-] | 6 | -0.9 | -3 | -4 | -26 | -0.8 | -2 | -6 | 2 | -0.2
COC(=O)C1=C(c2ccc(OC(F)(F)F)cc2)C[C@@H]2CC[C@H]1N2C(=O)NC1Cc2ccccc2C1 | 10 | 0.0 | -14 | 1 | 3 | -0.4 | 2 | -2 | 0 | 2.4
CCCC[N+]12CCC(CC1)C(Cc1ccccc1)C2 (centres undefined) | 9 | -0.3 | -2 | -9 | -7 | 0.4 | 1 | -2 | 0 | 1.2
COC(=O)c1cc(C(O)(C(=O)OC)C(F)(F)F)c(/N=C/N(C)C)s1 (centres undefined) | -1 | -1.2 | -7 | 2 | -1 | 2.6 | 0 | -5 | -6 | 1.2
Cc1ccc(CN2CCCC(C(=O)c3ccc4c(c3)OCO4)C2)cc1C (centres undefined) | -6 | -0.2 | -1 | 5 | -7 | 0.8 | 5 | 0 | -1 | -0.7
Other entries:
SMILES | eLon inh | Tb MetRS inh | Scp-1 inhibitor | NRP1-CendR mod | SUMO1-SIM PPI | MsrA inhibitor | STEP block | bovine MsrA act | DNMT1 block | LMPTP inh
Fc1ccc(Cn2nnnc2C(c2ccc(Cl)cc2)N2CC=C(c3ccc(F)cc3)CC2)cc1 (centres undefined) | 0 | -0.1 | 7 | -8 | -14 | -1.0 | 2 | -8 | -4 | 5.2
COc1ccc(OC)c(N2C(=O)NC(=O)/C(=C\c3ccc([N+](=O)[O-])s3)C2=O)c1 | -4 | -0.4 | 3 | -12 | 48* | 0.9 | 4 | -1 | 16 | 4.7
O=C(O)CC1OCC=C2CN3CCC45C6=CC(=O)C(=O)C([N+](=O)[O-])=C6NC4C1C2CC35 (centres undefined) | -3 | 1.3 | 21 | 25* | 30 | . | 18 | 4 | 58* | 15
CCOC(=O)c1c(NS(=O)(=O)c2ccccc2)n(CCCOC)c2nc3ccccc3nc12 | -7 | 14* | 3 | 3 | 43* | 3.4 | 0 | -13 | 38 | 11
CC(C)c1ccc(NC(=O)CCNC(=O)N2C[C@H]3C[C@@H](C2)c2cccc(=O)n2C3)cc1 | -9 | 1.3 | 4 | -10 | 2 | -0.2 | 0 | 1 | 2 | -1.1
Cc1cc(Cl)ccc1OCC(=O)N1CCN(C)CC1 | -2 | -0.1 | 1 | 23* | 2 | 0.9 | 0 | 2 | 0 | -0.6
COc1ccccc1OCC#CCN1CCCC1 | -3 | -0.9 | -8 | 7 | 3 | 0.2 | 0 | -4 | -1 | -0.8
O=C(CNC(=O)c1cccc(Cl)c1)Nc1ccc(Br)cc1C(=O)c1ccccc1 | -11 | -0.2 | -19 | -16 | -1 | -0.6 | -5 | -3 | 3 | 1.6
C[C@@H]([C@@H](O)c1ccccc1)N(C)C(=O)Cc1ccccc1 | 15 | -0.3 | -11 | 12 | -2 | -1.0 | 2 | -7 | 7 | -1.7
O=C(NC1(C(F)(F)F)Oc2ccccc2O1)N1CCC2(CC1)OCCO2 | 2 | 0.2 | -6 | 3 | 4 | -0.7 | 6 | -4 | 2 | 1.1
O=C1NC(=S)N(c2ccccc2F)C(=O)/C1=C\c1cccs1 | -45 | -0.1 | 0 | -25 | -9 | 0.3 | -2 | -3 | 1 | -1.5
COC(=O)C1=C(c2ccc(F)cc2OCc2ccccc2)C[C@@H]2CC[C@H]1N2C(=O)NCc1ccccc1C(F)(F)F | -7 | -0.2 | 2 | 10 | -1 | -0.6 | 10 | -5 | 4 | 5.7
CCCCn1c(=O)c(C(=O)Nc2ccccc2)c(O)c2ccccc21 | -3 | 1.2 | -9 | -2 | 6 | 1.2 | -1 | -4 | -5 | 1.7
COC1C(O)C(C)OC(OC2CCC3(C=O)C(CCC4C3CCC3(C)C(C5=CC(=O)OC5)CCC43O)C2)C1O (centres undefined) | -2 | -2.5 | -1 | 10 | 2 | 0.1 | 2 | -7 | -1 | -0.3
C[C@]12CCC3C(CC[C@H]4C[C@@H](O)[C@H](O)C[C@]34C)C1CC[C@@H]2O (some centres undefined) | -11 | -0.3 | -4 | -21 | 8 | 0.7 | -4 | 2 | 12 | -0.3
COC(=O)C(O)(c1c(C)[nH]n(-c2ccccc2)c1=O)C(F)(F)F (centres undefined) | -5 | -1.5 | -14 | -5 | -1 | 1.0 | -1 | -14 | -19 | -1.5
CCCCn1c(O)c(C(CC)=Nc2ccc(OC)cc2OC)c(=O)[nH]c1=O | 7 | -0.1 | -7 | -8 | -4 | 0.9 | 12 | -1 | -5 | 0.1
CC=C(C)C(=O)OC1CCN2CC=C(COC(=O)C(O)(C(C)OC)C(C)(C)O)C12 (centres undefined) | 4 | -0.1 | 5 | -7 | 4 | 2.8 | 0 | -2 | -1 | -0.8
O=C1NC(=O)C(CCc2ccncc2)(CCc2ccncc2)C(=O)N1Cc1ccc(F)cc1 | -11 | -0.5 | -4 | 8 | 3 | -0.4 | 0 | -6 | 2 | -0.9
Cc1ccc(S(=O)(=O)N2CC3CC(C2)c2cccc(=O)n2C3)cc1 (centres undefined) | -6 | -0.6 | -8 | -10 | -6 | 0.7 | 1 | -3 | 1 | 0.1
Cc1[nH]c2ccccc2c1CCCNC1CCCCC1 | -17 | -1.8 | 1 | -6 | -5 | 0.1 | -5 | -10 | -1 | 0.1
CC1(C)CSC(=NCc2ccccc2)N1 | -4 | -0.3 | -6 | -2 | -4 | 0.3 | 0 | -2 | 1 | -1.0
Cc1ccc(C2(O)CN3CCC2CC3)cc1 (centres undefined) | 0 | -0.5 | -25 | -5 | 1 | 0.4 | -2 | -1 | 1 | -1.3
N/C(=N\N=C\c1ccc(O)cc1O)N[N+](=O)[O-] | -3 | 0.0 | -6 | 1 | -5 | 4.2 | -2 | -6 | -1 | -2.0
Cc1cccc(OCC(O)CN2CC2)c1 (centres undefined) | 4 | 0.4 | . | -24 | -35 | -0.6 | 3 | -2 | 10 | -0.8
COc1cc(CNCCc2ccc3c(c2)OCO3)cc(OC)c1OC | -3 | -0.1 | 4 | -3 | 2 | -0.3 | -2 | -1 | -1 | -1.4

Shown with two lines to a compound: part of the list above.
Values run as follows: eLon inh, Tb MetRS inh, Scp-1 inhibitor, NRP1-CendR mod, SUMO1-SIM PPI, MsrA inhibitor, STEP block, bovine MsrA act, DNMT1 block, LMPTP inh
Fc1ccc(Cn2nnnc2C(c2ccc(Cl)cc2)N2CC=C(c3ccc(F)cc3)CC2)cc1 (centres undefined)
 : 0, -0.1, 7, -8, -14, -1.0, 2, -8, -4, 5.2
COc1ccc(OC)c(N2C(=O)NC(=O)/C(=C\c3ccc([N+](=O)[O-])s3)C2=O)c1
 : -4, -0.4, 3, -12, 48*, 0.9, 4, -1, 16, 4.7
O=C(O)CC1OCC=C2CN3CCC45C6=CC(=O)C(=O)C([N+](=O)[O-])=C6NC4C1C2CC35 (centres undefined)
 : -3, 1.3, 21, 25*, 30, ., 18, 4, 58*, 15

High-throughput results from PubChem.
